Source: PubChem BioAssay (Broad Institute)
PglD DTNB: PglD (C. jejuni) enzyme inhibition; AID 602405; purified PglD enzyme, DTNB colorimetric CoA detection; 0.098% of 360,000 active; inhibition, % at 12.5 µM; in the data active means inhibition above about 16%, passing the limit was not always enough; inconclusive means no clear call, values can overlap the other calls; further: strong numbers were not always called active
CASP6 VEID inh: caspase-6 (human) enzyme inhibition; P55212; purified caspase-6, Z-VEID-R110 cleavage fluorescence; inhibition, % at 12.5 µM; 0.53% of 350,000 active; AID 686996;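 active means mean inhibition across replicates at least about 35%, with every replicate also reaching that limit, limit read from the data; inconclusive means only one of the two criteria met; inactive means neither criterion met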;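 further: 0% = median of neutral control wells and 100% = no fluorescence left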
Target sequence (P55212 24-179 limits assumed): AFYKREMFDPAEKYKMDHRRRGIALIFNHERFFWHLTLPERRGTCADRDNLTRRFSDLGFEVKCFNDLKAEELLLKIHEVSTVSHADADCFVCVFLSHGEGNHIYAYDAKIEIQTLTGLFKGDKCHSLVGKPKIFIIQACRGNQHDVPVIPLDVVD
Target sequence (P55212 194-293 limits assumed): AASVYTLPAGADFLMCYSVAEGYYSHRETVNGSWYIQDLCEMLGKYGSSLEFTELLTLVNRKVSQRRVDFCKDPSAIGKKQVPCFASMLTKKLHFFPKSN
ARNT TACC3 PPI: ARNT/TACC3 interaction disruption; inhibition, % at 9.99 µM; Q9Y6A5; AlphaScreen His-ARNT PAS-B/GST-TACC3 binding, luminescence; TACC3 fragment carries E629A point mutation; 0.66% of 390,000 active;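 active means mean inhibition of replicates at least 50% and at least half of replicates each reaching 50%; inconclusive means half or more replicates reach 50% but mean below 50%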;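 further: 0% = complete ARNT plus TACC3 wells and 100% = ARNT alone without TACC3; many hits fall short of the cut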
ERp5 inh: ERp5 (human) disulfide isomerase inhibition; ERp5 insulin aggregation, absorbance 650 nm, 90 min; AID 651711; 0.05% of 350,000 active; inhibition, % at 9.99 µM; Q15084;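 active means mean replicate inhibition above about 25%, with every replicate also reaching it, limit read from the data, passing the limit was not always enough; inconclusive means only one of those two criteria met; inactive means neither criterion met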
RAD52 inh: blocks human RAD52 DNA annealing. AID 651710. recombinant RAD52 DNA annealing, FRET fluorescence. inhibition, % at 18.7 µM. P43351. 0.46% of 360,000 active;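 active means every replicate showing at least 50% inhibition; inconclusive means mean inhibition at least 50% but not in every replicate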
RAD54 branch: RAD54 (human) branch migration inhibition | Q92698 | RAD54 Holliday junction branch migration, FAM/BHQ fluorescence | inhibition, % at 10.4 µM | 0.14% of 360,000 active | AID 602329;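 active means mean normalized replicate activity at least 40 and at least half of replicates scoring 40 or more; inconclusive means only one of the two criteria met; inactive means mean below 40 and under half of replicates reaching 40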;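 further: 0% = median of neutral control wells and 100% = median of positive control wells; inhibitors cause a drop in the FAM fluorescence signal; in these data hits start at about 50%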
E-sel inducer: induces E-selectin expression in human endothelial cells; 0.37% of 260,000 active; activation, % at 7.58 µM; HUVEC E-selectin immunofluorescence imaging; normalized: neutral wells 0, TNF-alpha wells 100; P16581;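 active means mean E-selectin-positive cell signal at least 10% of the positive control, reached in at least 60% of replicates, without over 20% cell loss; inconclusive means no rule given, readout overlaps actives, possibly toxicity-flagged; inactive means the rest, including those meeting only one limit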;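 further: in these data hits start at about 27%; measured in HUVEC primary endothelial cells; signal is the percent of cells scored E-selectin positive by PE staining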
Target sequence (P16581 whole entry, looked up): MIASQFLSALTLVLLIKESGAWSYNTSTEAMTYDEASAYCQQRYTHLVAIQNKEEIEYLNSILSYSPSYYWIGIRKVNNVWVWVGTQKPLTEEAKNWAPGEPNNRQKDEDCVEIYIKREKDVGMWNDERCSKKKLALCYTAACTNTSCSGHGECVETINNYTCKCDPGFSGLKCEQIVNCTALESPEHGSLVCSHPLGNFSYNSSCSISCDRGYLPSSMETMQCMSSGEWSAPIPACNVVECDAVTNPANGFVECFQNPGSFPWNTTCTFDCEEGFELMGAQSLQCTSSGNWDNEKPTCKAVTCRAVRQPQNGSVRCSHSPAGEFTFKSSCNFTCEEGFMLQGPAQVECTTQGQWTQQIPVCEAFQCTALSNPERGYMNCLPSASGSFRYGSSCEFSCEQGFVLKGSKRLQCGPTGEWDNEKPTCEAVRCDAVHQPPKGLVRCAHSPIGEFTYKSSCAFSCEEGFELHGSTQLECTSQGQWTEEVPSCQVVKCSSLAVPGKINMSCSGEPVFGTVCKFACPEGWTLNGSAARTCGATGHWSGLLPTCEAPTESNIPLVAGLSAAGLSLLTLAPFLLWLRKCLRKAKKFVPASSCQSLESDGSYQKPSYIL
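Test system: HUVEC; input: 3,000 HUVEC/well; measured by: immunofluorescence imaging; read-out: % PE-positive cells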
esBAF inh: SWI/SNF esBAF complex inhibition; mouse ES cells, Bmi1-luciferase knock-in reporter, 24 h; 100% = twice the neutral-well signal; reporter increase, % at 12.5 µM; 2% of 350,000 active; AID 602393; in the data active means activation above about 40%; inconclusive means no clear call, values can overlap the other calls;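 further: 0% = median of the plate's neutral control wells and 100% = double that signal; a rise in the Bmi1 reporter signal indicates esBAF inhibition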
Active calls of the source: *; ? = inconclusive; nt = not tested or not shown.

SMILES,PglD DTNB,esBAF inh,ARNT TACC3 PPI,ERp5 inh,CASP6 VEID inh,E-sel inducer,RAD52 inh,RAD54 branch
CCn1c2ccccc2c2cc(NC(=O)COC(=O)c3cccc(S(=O)(=O)NC)c3)ccc21,2,0,-5,3,2,0.5,-38,2
Cc1cccc(NC(=O)CSc2nnc(-c3cc(C)n(-c4ccccc4)c3C)o2)c1C,-4,-35,1,nt,nt,nt,nt,5
O=C(c1ccccc1)N1C[C@H]2[C@@H](c3ccccc31)[C@H](CO)N2C(=O)Nc1ccccc1Cl,-3,-3,-4,-1,-9,-0.1,-2,-4
N#CCSc1nc(-c2ccccc2)nc2ccc(F)cc12,5,-4,27,0,-5,0.4,-6,-8
CCc1ccc(-c2cc(C(=O)N/N=C/c3c[nH]c4ccccc34)[nH]n2)cc1,-1,-3,5,2,2,0.8,-10,-5
CC(C)(C)Nc1nc(NC(C)(C)C)nc(-n2ccnc2)n1,3,6,0,nt,nt,nt,nt,-12
O=S(=O)(c1ccc(F)cc1)N1CCCCN2[C@@H](CO)[C@@H](c3ccc(C4=CCCCC4)cc3)[C@@H]2C1,-4,-8,6,4,0,-0.7,-5,-5
N#C/C(=C(/O)CN1CCCC1)c1nc(-c2ccccc2)cs1,3,27,0,-10,-1,nt,-20,7
Cc1ccc(S(=O)(=O)N2[C@@H](c3ccc(F)cc3)C(C(=O)O)=C[C@H]2CC2CCCC2)cc1,2,-7,0,-2,9,0.2,-12,0
CCCNC(=O)[C@@H]1[C@@H](CO)[C@@H]2Cn3c(ccc(-c4ccccc4)c3=O)[C@H]1N2Cc1ccccc1F,-1,4,13,-3,4,-0.2,-1,-7
N[C@@H]1CC[C@@H](CCn2cc(-c3cccc(F)c3)nn2)O[C@H]1CO,0,17,5,11,-4,0.1,-10,1
CC(=O)Nc1ccc2c(c1)nc(CCN1CCC(C)CC1)n2C,0,-12,2,nt,nt,nt,nt,4
Cc1ccc(CSCC(=O)Nc2ccccc2C(=O)O)cc1,3,36,-5,-2,4,nt,-10,5
CCCN1C[C@H](C)[C@@H](OC)CN(C)C(=O)c2cc(NC(=O)c3cccc(F)c3)ccc2OC[C@@H]1C,3,10,26,-1,-2,-0.2,11,-4
Cn1c(=O)c2[nH]c(-c3ccccc3Cl)c(O)c2n(C)c1=O,nt,nt,-3,0,3,0.3,-169,nt
N#CCc1ccc(NS(=O)(=O)c2ccc(C3CCCCC3)cc2)cc1,-3,nt,-1,3,2,nt,-12,18
c1ccc2[nH]c(CN3CCN(c4ncnc5c4oc4ccccc45)CC3)nc2c1,-1,-22,-6,nt,nt,nt,nt,-1
NC(=O)C1CC(=O)N(c2ccc(OCc3ccc(Cl)cc3)cc2)C1 (stereo not given),2,?,-3,0,1,-0.2,-21,-1
COc1ccccc1CCn1cnc(-c2ccc(F)cc2)c1C(C)C,nt,nt,nt,4,0,0.0,-23,nt
CC(C(=O)N1CCc2ccccc21)N1CCN(S(=O)(=O)c2ccc(C(F)(F)F)cc2)CC1 (stereo not given),-3,-6,3,3,-5,nt,-5,-3
COc1ccc(CCNC(=O)Cc2ccc(NC3=NC4CS(=O)(=O)CC4S3)cc2)c(OC)c1 (stereo not given),-6,3,-8,-7,0,nt,-9,0
CCC(=O)c1ccc(OCC(=O)NNC(=O)c2cc(C)oc2C)cc1,4,nt,-3,-1,0,49*,-6,4
C[C@@H]1CN([C@H](C)CO)C(=O)Cc2cc(NC(=O)Nc3cccc4ccccc34)ccc2O[C@@H]1CN(C)C(=O)Nc1ccc2c(c1)OCO2,0,0,nt,-3,-1,0.2,4,-4
C[C@H](CO)N1C[C@H](C)[C@@H](CN(C)CC2CCOCC2)Oc2cc(Br)ccc2S1(=O)=O,0,-7,1,-1,1,nt,4,3
C[C@@H]1CN([C@@H](C)CO)C(=O)Cc2cc(NC(=O)Nc3ccc(C(F)(F)F)cc3)ccc2O[C@H]1CN(C)C(=O)Nc1ccccc1,0,7,1,11,2,-0.3,-17,-2
COCC(=O)N1C[C@H](C)[C@@H](OC)CN(C)C(=O)c2cc(NC(=O)c3ccccc3)ccc2OC[C@@H]1C,2,-4,-19,-5,0,-0.2,0,4
C=C1CCC[C@]2(C)C[C@H]3OC(=O)C(CN[C@@H](C)c4ccccc4)[C@H]3CC12 (stereo not given in full),-37,-1,-7,4,-1,nt,-13,-2
COCO/C=C(\NC(C)=O)c1ccccc1,-1,27,-1,0,-8,0.3,13,4
O=C(Nc1ccc(F)cc1)N1CC(=O)N2[C@@H](CO)[C@H](c3ccc(-c4ccc(F)cc4)cc3)[C@@H]2C1,nt,nt,nt,-2,-2,0.5,-25,nt
CC(C)C(=O)Nc1ccc2c(c1)C(=O)N(C)[C@@H]1CC[C@@H](CC(=O)N[C@H](C)c3ccccc3)O[C@H]1CO2,-3,-1,3,nt,nt,0.1,nt,9
COc1ccc(OC)c(S(=O)(=O)N2CCc3ccccc32)c1,-1,5,-1,nt,nt,nt,nt,3
CO[C@@H]1CN(C)C(=O)c2cc(NC(=O)NC3CCCC3)ccc2OC[C@@H](C)N(CC2CC2)C[C@@H]1C,nt,nt,nt,0,4,0.0,-2,nt
C[C@H]1CN([C@@H](C)CO)C(=O)CCCn2nncc2CO[C@H]1CN(C)CC1CC1,1,2,11,4,1,0.2,-16,5
Cc1nc(NS(=O)(=O)c2ccccc2)sc1C(=O)NN,nt,nt,4,3,6,nt,-20,nt
COc1ccc(C(=O)NCCCNC(=O)c2ccc(C)nc2)cc1,0,-3,-1,2,0,nt,-9,-7
COc1ccc2c(CC(=O)Nc3nccs3)coc2c1,-2,33,nt,-8,-3,-3.6,-12,0
CCCCn1c(N)c(N(CCC(C)C)C(=O)c2c(C)noc2C)c(=O)[nH]c1=O,nt,nt,-5,-1,2,nt,-6,nt
O=C1NC[C@@H](Cc2ccc(O)cc2)N(CCCCC2CCCCC2)C1=O,nt,nt,nt,1,3,-0.2,-18,nt
O=C(NCCS(=O)(=O)N1CCN(Cc2ccccc2)CC1)c1ccc(F)cc1,0,1,3,3,5,nt,-3,9
O=C(CCC1CCCC1)NNC(=O)c1ccc(F)cc1,-2,-5,-2,-1,0,nt,-10,-18
Fc1cccc(Cc2c(-c3ccccc3)nc3ccc(Br)cn23)c1,5,7,nt,3,1,-0.1,-68,-2
CO/N=C(/COc1ccc(F)cc1)c1ccc(OC)cc1,0,3,1,3,-8,nt,11,-21
Cn1c(CN2CCCCC2)nc2cc([N+](=O)[O-])ccc21,nt,nt,-2,7,-1,nt,3,nt
NS(=O)(=O)c1cccc(NC(=O)CCSc2ccc(Cl)cc2)c1,-7,0,-6,nt,nt,nt,nt,-3
COc1cc(Cc2ccc(N)c(OC)c2)ccc1N,nt,nt,-7,7,-2,-2.2,-3,nt
N#Cc1ccc(C(=O)OCC(=O)N2CCOCC2)cc1,nt,-7,3,1,-1,-10,-4,nt
C[C@@H]1CN([C@@H](C)CO)C(=O)Cc2cc(NS(=O)(=O)c3ccc(Cl)cc3)ccc2O[C@H]1CN(C)Cc1ccc(Cl)c(Cl)c1,-2,3,0,-2,nt,-0.2,47,9
C[C@H](CO)N1C[C@H](C)[C@H](CN(C)C(=O)c2cccnc2)Oc2ncc(-c3ccc(C#N)cc3)cc2C1=O,1,2,-15,5,-3,-0.2,5,-7
CC(=O)OCC1=C(C(=O)O)N2C(=O)C(NC(=O)CCn3nc(C)c(Cl)c3C)C2SC1 (stereo not given),nt,nt,2,12,2,nt,-19,nt
CCOC(=O)C1=CCN(S(=O)(=O)c2ccc(C)cc2)C1c1cccc(Br)c1 (stereo not given),3,-7,nt,-1,-1,-0.2,-11,-11
COc1ccc(S(=O)(=O)N2CCCC(C(=O)NCc3cccnc3)C2)cc1 (stereo not given),1,-1,-6,-1,-1,nt,-6,-3
COc1ccccc1NC(=O)COc1ccc2ccccc2c1,1,12,nt,5,0,0.6,-17,3
C#Cc1cccc(N2C(=O)C3C4C=CC(C3C2=O)C2C(=O)N(c3cccc(C#C)c3)C(=O)C42)c1 (stereo not given),nt,nt,2,9,2,0.8,-19,nt
Cc1ccc(Cl)cc1N1CCN(C(=O)c2ccc3nc[nH]c3c2)CC1,nt,-5,12,-4,6,1.0,-17,nt
O=C(Nc1cccc(-c2nc3ccccc3s2)c1)c1ccc2c(c1)OCO2,-6,5,-4,-6,8,nt,-19,-3
Cc1nnc(SCc2nnc(-c3cccs3)o2)s1,-6,8,0,0,-4,2.5,-14,-7
O=C(NNC(=O)c1ccco1)c1cccc(Br)c1,-7,5,4,-1,5,-0.3,-2,5
Cc1ccc(NC(=O)c2ccc(Br)o2)c([N+](=O)[O-])c1,-5,3,-3,2,0,nt,6,2
O=C(NCc1ccc(Cl)cc1)C1CCC(CNc2c(N3CCOCC3)c(=O)c2=O)CC1 (stereo not given),1,nt,-4,-1,1,4.7,-2,12
CC(=O)OCC1OC(OCc2cn(C[C@H]3CC[C@@H]([C@@H]4CC[C@H](Cn5cc(COC6OC(COC(C)=O)C(OC(C)=O)C(OC(C)=O)C6OC(C)=O)nn5)O4)O3)nn2)C(OC(C)=O)C(OC(C)=O)C1OC(C)=O (stereo not given in full),-1,-1,-2,2,-2,0.0,-7,-4

The list continues.
SMILES,PglD DTNB,esBAF inh,ARNT TACC3 PPI,ERp5 inh,CASP6 VEID inh,E-sel inducer,RAD52 inh,RAD54 branch
O=C1OCCN1S(=O)(=O)Nc1ccccc1,-3,6,-10,-1,1,0.0,-8,4
O=C(C1CC1)N1CC[C@H]2[C@H](CO)Nc3ccc(-c4cccc(F)c4)cc3[C@H]21,-2,-1,10,-1,1,0.4,10,-5
CCN(C[C@H]1N[C@@](CC)(C(=O)OC)[C@H]2C(=O)N(Cc3ccccc3)C(=O)[C@@H]12)S(=O)(=O)c1ccc(C(F)(F)F)cc1,-1,-3,-3,-8,-4,0.4,-6,2
O=C(OCC1OC2C(Oc3nc(=O)ccn32)C1O)c1ccccc1 (stereo not given),0,-7,3,nt,nt,nt,nt,-1
